# Assay outcomes (PubChem BioAssay)
# CHX counter – Cycloheximide Counterscreen for Small Molecule Inhibitors of Shiga Toxin; max response, %; 300,000 tested, 12% active; AID 2314, 2010; cell reporter, cycloheximide protein synthesis inhibition counterscreen; in the data active = max response mostly above about 13%, no sharp cut-off; inactive = mostly below about 14%; also: read at 38.3 µM for the half of the compounds with a filed dose; 0% is about no effect
# Pf growth 96h – Primary qHTS for delayed death inhibitors of the malarial parasite plastid, 96 hour incubation; P. falciparum luciferase reporter growth, 96 h; Potency, µM (titrated, usually from 28.7 µM), inactives show at the top dose activity change, negative = inhibition, actives largely listed as inhibitors; 320,000 tested, 6.9% active; AID 504834, 2011; also: potency is read from the fitted curve at half-maximal effect; % is scaled to controls: 0 for no effect and ±100 for the full control effect
#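 96 h incubation, 37 C, 5% CO2, of luciferase-reporter P. falciparum-infected RBCs (2% hematocrit, 0.05% parasitemia final) with test compounds; endpoint luminescence.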
# AMA1 RON2 block – qHTS for Inhibitors of AMA1-RON; Towards Development of Antimalarial Drug Lead: Primary Screen | 360,000 tested, 0.2% active | AlphaScreen AMA1-biotinylated RON2 peptide binding | Plasmodium falciparum AMA1 (3D7) - RON2 peptide interaction | Potency, µM (titrated, usually from 58.2 µM), for inactives: at the highest dose activity change, negative = inhibition, most hits filed as inhibitors;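 also: potency is read from the fitted curve at half-maximal effect; 0% = vehicle wells and -100% = peptide control; nearly all actives have a fitted effect of over 45% in size; some results filed as inactive show a strong effect at the top dose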
#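 AMA1 (3D7) with his tag at 25 nM final met compounds first, then biotinylated RON2 peptide at 25 nM; detection used donor plus acceptor beads, 10 µg/mL apiece, read by AlphaScreen after 30 min at room temperature.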
# Tb PYK inh – qHTS of Trypanosoma Brucei Inhibitors; pyruvate kinase (Trypanosoma brucei), Q57TT1; TbPYK enzyme, Kinase-Glo Plus ATP luminescence, 45 min; Potency, µM (top dose mostly 76.8 µM), inactives show at the highest dose activity, negative = inhibition, usual class: inhibitors; 410,000 tested, 0.12% active; AID 624173, 2012; also: potency is read from the fitted curve at half-maximal effect; % is scaled to controls: 0 for no effect and ±100 for the full control effect; nearly all actives have a fitted effect of over 50% in size
#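 T. brucei PYK with substrate was exposed to pin-transferred compounds across a concentration series, then started with 130 uM ADP (final). After 45 min at room temperature, Kinase-Glo Plus luminescence was read, normalized and curve-fitted.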
# LmPK inhibitor – qHTS Assay for Inhibitors of Leishmania Mexicana Pyruvate Kinase (LmPK). 290,000 tested, 0.37% active. Potency, µM (doses to about 57.5 µM), for inactives: at the highest dose activity change, negative = inhibition, actives largely listed as inhibitors. purified LmPK, Kinase-Glo ATP luminescence, 1 h. AID 1721, 2009; also: potency is read from the fitted curve at half-maximal effect; % is scaled to controls: 0 for no effect and ±100 for the full control effect
# Target sequence (Q27686 whole entry, looked up): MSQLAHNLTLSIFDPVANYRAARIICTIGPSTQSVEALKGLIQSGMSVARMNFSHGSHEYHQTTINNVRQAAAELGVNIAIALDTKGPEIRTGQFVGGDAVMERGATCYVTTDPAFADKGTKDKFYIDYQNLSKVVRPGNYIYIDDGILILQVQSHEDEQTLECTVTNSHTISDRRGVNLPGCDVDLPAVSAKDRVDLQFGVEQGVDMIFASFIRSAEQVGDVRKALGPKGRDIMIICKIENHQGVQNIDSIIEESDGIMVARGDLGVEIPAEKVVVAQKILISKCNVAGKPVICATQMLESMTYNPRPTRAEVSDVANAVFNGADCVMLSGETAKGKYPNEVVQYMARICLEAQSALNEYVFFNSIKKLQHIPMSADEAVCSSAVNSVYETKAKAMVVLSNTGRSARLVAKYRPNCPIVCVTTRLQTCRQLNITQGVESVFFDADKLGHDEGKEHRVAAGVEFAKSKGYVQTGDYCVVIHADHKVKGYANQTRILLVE
#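 Screened at intermediate enzyme activity to detect both inhibitors and activators: LmPK at 0.1 nM, with a 0.5 nM enzyme column as activation reference. PEP 0.5 mM, ADP 0.1 mM; ATP detected by luminescence after 1 h.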
# Pf growth 48h – Primary qHTS for delayed death inhibitors of the malarial parasite plastid, 48 hour incubation | P. falciparum luciferase growth in erythrocytes, 48 h | Potency, µM (series often up to 28.7 µM), without a hit: at the highest dose activity change, negative = inhibition, usual class: inhibitors | 310,000 tested, 5.9% active | AID 504832, 2011; also: potency is read from the fitted curve at half-maximal effect; % is scaled to controls: 0 for no effect and ±100 for the full control effect
#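 Growth was read as firefly luciferase luminescence after a 48 h, 37 C, 5% CO2 exposure of compounds to reporter-bearing P. falciparum cultures (0.1% parasitemia, 2% hematocrit final) in Albumax-supplemented RPMI 1640.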
# Shiga inhibitor – A qHTS for Small Molecule Inhibitors of Shiga Toxin; Vero cells, Shiga toxin protein synthesis inhibition reporter; inhibition, % at 38.7 µM; 290,000 tested, 9.2% active; AID 2315, 2010; in the data active = inhibition mostly above about 28%, no sharp cut-off; inactive = mostly below about 43%; also: 0% is about no effect
# * hit, by the source's call; ? = inconclusive; / = not tested or not shown; & = joins results of further samples; [ ] = another dose, or the depositor's remark. Unless noted, calls follow the shape of the dose curve; as a rule, active = well fitted curve in the direction sought with a large enough effect; inconclusive = small, poorly fitted or top-dose-only effect, or another doubt; inactive = no such curve, though single readings can be large; an effect the other way counts as inactive or inconclusive.
SMILES,CHX counter,Pf growth 96h,AMA1 RON2 block,Tb PYK inh,LmPK inhibitor,Pf growth 48h,Shiga inhibitor
Cc1c(C(=O)N/N=C/c2ccc(-c3ccccc3[N+](=O)[O-])o2)sc(N)c1C#N,18.3*,?,0.0%,10.0%,1.9%,25.6%,-5.7
Cc1cccc(-c2sc(Nc3ccccc3)n[n+]2-c2ccccc2)c1,/,-22.5%,5.4%,-5.2%,/,?,/
CCOC(=O)c1ccc(CNC(=O)C(Cc2c[nH]c3ccccc23)NC(C)=O)o1 (centres undefined),0.9,-17.6%,12.3%,-3.5%,2.5%,-0.2%,0.2
O=C(Nc1ccccc1N1CCCC1)c1ccc(F)c(S(=O)(=O)N2CCOCC2)c1,/,?,0.0%,-14.1%,/,?,/
Fc1ccc(-c2nnc3ccc(N4CCc5ccccc5C4)nn23)cc1,-5.9,17.3%,-1.4%,3.7%,14.5%,/,-11.9
Cc1ccc(OCC(=O)Nc2ccc(-c3nnc(-c4ccco4)o3)cc2)cc1,28.8*,26.2%,-6.5%,-3.3%,-0.4%,38.7%[activator],22.1*
COc1ccccc1CNC(=O)c1cc2ccccc2oc1=O,-2.7,-23.4%,9.4%,-4.3%,-1.8%,-16.8%,-12.1
NNC(=O)c1nnn(-c2nonc2N)c1CN1CCc2ccccc2C1,9.0,117.4%[activator],88.5%[activator],4.6%,1.8%,1.1%,11.9
CCOCCc1nnc(NC(=O)Cc2ccccc2)s1,-0.5,/,10.4%,1.2%,-0.5%,1.8%,-10.5
CC(C)NS(=O)(=O)c1ccc(NC(=O)CCc2ccccc2)cc1,2.7,/,33.7%[activator],-10.9%,0.2%,-8.6%,8.1
Cc1cccc(NC(=S)N2CCCN(c3ncccc3[N+](=O)[O-])CC2)c1,-1.2,?,-13.2%,-8.8%,5.4%,?,17.1
CNC(=O)NC(=O)COc1ccc2oc3c(c2c1)CCCC3,22.2*,20.4%,-4.4%,3.9%,0.3%,48.7%[activator],57.8*
O=C(c1ccco1)N1CCN(S(=O)(=O)c2cccs2)CC1,8.5,-16.3%,-2.5%,6.0%,-9.4%,5.7%,-12.4
COc1ccc(/C=N/NC(=O)c2ccc(Cl)c(S(N)(=O)=O)c2)cc1OCC(N)=O,-2.0,-13.8%,45.0%[activator],-1.6%,3.7%,?,5.3
O=C(Nc1ccccc1N1CCOCC1)c1ccc2ccccc2n1,19.9,-1.5%,-2.1%,-7.3%,1.8%,-20.1%,25.4
CCOc1ccc(CCNC(=O)COC(=O)c2cccc(S(=O)(=O)N3CCCCC3)c2)cc1OCC,/,-24.4%,0.7%,-0.3%,/,-9.9%,/
COc1ccc(NC(=O)CSc2n[nH]c(-c3ccccc3)n2)cc1S(N)(=O)=O,/,-9.4%,-3.2%,-3.1%,/,33.2%[activator],/
CC(C)N(C(=O)CSc1nnc(C2CC2)n1C1CC1)c1ccccc1,/,-3.8%,10.1%,-7.6%,/,0.2%,/
O=C(CSc1nnc(CNC(=O)c2cccs2)o1)NC1CCCCC1,-2.6,-7.5%,-3.0%,-3.6%,-3.9%,-7.0%,17.2
COc1ccc(-n2c(SCC(=O)Nc3ccc([N+](=O)[O-])cc3OC)nc3ccccc32)cc1,8.9,-1.0%,-8.4%,-6.9%,-1.8%,?,-3.9
CC(C)(C)c1ccc(OCC(=O)N(Cc2cccs2)C2CCS(=O)(=O)C2)cc1 (centres undefined),-1.9,?,-6.0%,4.0%,-0.3%,?,-4.2
O=C(NC1CCCCCC1)c1cc(=O)[nH]c2ccc(S(=O)(=O)N3CCOCC3)cc12,5.5,-18.2%,-14.8%,1.1%,-3.2%,?,-1.8
COc1ccc(-c2cn3cccnc3n2)cc1NC(=O)C(C)Oc1ccccc1 (centres undefined),12.1,8.4%,-3.1%,-11.4%,-3.5%,13.1µM*,35.8
CN(CC(=O)Nc1cccc(F)c1)C(=O)CCCn1c(=O)oc2ccccc21,/,-9.3%,3.1%,-2.8%,/,16.0%,/
Cc1ccc(Cl)cc1NC(=O)CSC(N)=O,-1.9,-22.0%,12.4%,6.4%,-0.9%,3.6%,-2.1
C=CCN1C(=O)c2ccccc2Sc2ccc(C(=O)NC(C)C)cc21,0.9,-9.8%,0.0%,-3.1%,2.5%,-17.1%,-1.0
O=C(COC(=O)c1ccccc1C(=O)c1ccccc1)Nc1cccc([N+](=O)[O-])c1,18.8*,64.5%[activator],-5.4%,-0.9%,-2.6%,24.3%,30.2*
CCn1c(C(C)NC(C)=O)nc2ccccc21 (centres undefined),-8.9,?,2.9%,0.7%,8.3%,/,-11.2
O=C(Nc1ccc(OC(=O)c2ccncc2)cc1)c1ccncc1,-3.7,-24.8%,-1.8%,4.0%,-1.6%,22.9%,-5.5
CCOC(=O)c1cc2c(=O)n3ccccc3nc2n(CCCOC)c1=NC(=O)c1cccnc1,-0.4,134.5%[activator],/,/,0.1%,4.6%,4.9
CCc1nnc(NC(=O)CSc2nnnn2C)s1,-1.5,24.6%,15.0%,-12.9%,-4.8%,-21.5%,3.7
O=c1[nH]c(C2CCN(S(=O)(=O)c3ccccc3)CC2)nc2c1nnn2Cc1c(F)cccc1Cl,-10.7,5.22µM*,3.2%,2.3%,-0.2%,?,17.9
COc1ccc(Cn2nnnc2CN2CCCCCC2)cc1,5.3,?,-2.3%,-9.1%,-0.1%,-8.8%,-6.2
FC(F)(F)c1ccc(CN2C[C@@H]3C(c4ccccc4)C4(c5ccccc5)CC3(C4)[C@H]2c2ccccc2)cc1 (some centres undefined),-2.5,?,/,/,2.9%,?,-11.7
O=C(O)CC1SC(=Nc2ccc(O)cc2)NC1=O (centres undefined),15.8,41.1%[activator],-7.4%,-3.9%,-3.2%,3.8%,27.1
CCOCCCNC(=O)c1c(N)n(-c2ccc3c(c2)OCO3)c2nc3ccccc3nc12,9.5,?,32.0%[activator],0.8%,-0.8%,?,4.0
Cc1cc(C)c(NC(=O)c2ccc[n+](Cc3ccc([N+](=O)[O-])cc3)c2)c(C)c1,0.4,?,8.9%,0.0%,-6.9%,-11.4%,-5.4
Cc1cc(C)nc(Nc2n[nH]c(-c3ccc(N)cc3)n2)n1,35.6*,/,7.1%,-12.7%,-0.6%,117.7%[activator],72.4*
O=C(CSc1nncn1-c1ccccc1)c1c[nH]c2ccccc12,1.7,?,8.6%,0.5%,2.3%,?,17.8
CNS(=O)(=O)c1cccc(C(=O)OCC(=O)/C=C2/N(C)c3ccccc3C2(C)C)c1,3.7,?,?,-7.1%,1.3%,11.7%,-9.2
CCCN1C(=O)C2(SC(NC(C)=O)=NN2C(C)=O)c2cc(C)ccc21 (centres undefined),-3.1,9.3%,15.2%,1.4%,-3.9%,-12.4%,21.1
OC(CNCC1CCCO1)Cn1c2ccc(Cl)cc2c2cc(Cl)ccc21 (centres undefined),6.2,28.6%,-11.8%,4.4%,2.2%,0.37µM*,-10.3
Cc1ccc(-c2nnc(SCC(=O)N/N=C/c3ccc(C)s3)n2-c2ccc(C)cc2)cc1,7.9,?,1.3%,-7.0%,-2.6%,5.0%,-10.1
O=c1[nH][nH]c(-c2ccccc2O)c1C(C[N+](=O)[O-])c1ccccc1 (centres undefined),-2.2,-3.8%,19.6%[2.32 µM],0.4%,0.1%,-9.3%,-17.8
Cc1ccc(C(=O)NC2CCN(C(=O)Nc3ccccc3Cl)CC2)cc1,-2.2,31.5%[activator],-6.5%,-7.3%,0.9%,-7.9%,-5.6
CC1(C)CC(=O)C(C(C2=C(O)CC(C)(C)CC2=O)c2ccco2)C(=O)C1 (centres undefined),-1.2,66.3%[activator],0.9%,?,-1.8%,0.0%,-13.1
COc1cc(CC(C#N)(CO)c2nc3ccccc3[nH]2)ccc1OC(F)F (centres undefined),-2.1,0.0%,33.5%[activator],0.6%,0.5%,?,-3.0
CCn1ncc(S(=O)(=O)NCc2ccco2)c1C,3.0,?,10.9%,-8.1%,-2.3%,8.4%,-8.7
CSc1ccc(Cl)c(C(=O)N2CCOc3ccccc32)c1,-1.9,-24.7%,-4.9%,-14.4%,-1.1%,-2.3%,-4.0
COC(=O)CSc1nc2c(c(=O)[nH]c(=O)n2C)n1CCC(C)C,-4.0,2.0%[5.75 µM],-3.8%,0.9%,-3.5%,-16.1%,-1.4
CC(C(=O)Nc1nc(-c2ccc(F)cc2)cs1)N1C(=O)C2CC=CCC2C1=O (centres undefined),/,0.0%,10.4%,0.5%,/,-13.7%,/
CCOc1ccc(NC(=O)C2CC(=O)N(c3ccccc3F)C2)cc1 (centres undefined),1.4,1.3%,0.0%,-7.7%,1.2%,18.9%,7.2
Cc1nn(S(=O)(=O)c2ccccc2)c(C)c1S(=O)(=O)N1CCC(C)CC1,-0.9,16.6%,-19.6%,-1.7%&-9.4%,1.7%,28.4%,10.3
CCn1c2ccccc2c2nnc(SCc3ccccc3)nc21,-2.1,-51.1%,6.5%,-5.0%,-0.6%,?,-4.2
CCCCn1nc2cc(C(=O)NCc3cc(C(F)(F)F)cc(C(F)(F)F)c3)ccc2c1OC,4.4,-20.7%,-2.8%,-5.6%,0.5%,?,6.8

# 8 entries out of the list, sorted by count of non-hydrogen atoms, low to high:
SMILES,CHX counter,Pf growth 96h,AMA1 RON2 block,Tb PYK inh,LmPK inhibitor,Pf growth 48h,Shiga inhibitor
CSc1ccc(Cl)c(C(=O)N2CCOc3ccccc32)c1,-1.9,-24.7%,-4.9%,-14.4%,-1.1%,-2.3%,-4.0
CCn1c2ccccc2c2nnc(SCc3ccccc3)nc21,-2.1,-51.1%,6.5%,-5.0%,-0.6%,?,-4.2
O=c1[nH][nH]c(-c2ccccc2O)c1C(C[N+](=O)[O-])c1ccccc1 (centres undefined),-2.2,-3.8%,19.6%[2.32 µM],0.4%,0.1%,-9.3%,-17.8
CCCN1C(=O)C2(SC(NC(C)=O)=NN2C(C)=O)c2cc(C)ccc21 (centres undefined),-3.1,9.3%,15.2%,1.4%,-3.9%,-12.4%,21.1
Cc1ccc(C(=O)NC2CCN(C(=O)Nc3ccccc3Cl)CC2)cc1,-2.2,31.5%[activator],-6.5%,-7.3%,0.9%,-7.9%,-5.6
COc1cc(CC(C#N)(CO)c2nc3ccccc3[nH]2)ccc1OC(F)F (centres undefined),-2.1,0.0%,33.5%[activator],0.6%,0.5%,?,-3.0
Cc1ccc(-c2nnc(SCC(=O)N/N=C/c3ccc(C)s3)n2-c2ccc(C)cc2)cc1,7.9,?,1.3%,-7.0%,-2.6%,5.0%,-10.1
CCCCn1nc2cc(C(=O)NCc3cc(C(F)(F)F)cc(C(F)(F)F)c3)ccc2c1OC,4.4,-20.7%,-2.8%,-5.6%,0.5%,?,6.8

# Results in CHX counter, for some of the entries so far:
structure	CHX counter
COC(=O)CSc1nc2c(c(=O)[nH]c(=O)n2C)n1CCC(C)C	-4.0
O=c1[nH][nH]c(-c2ccccc2O)c1C(C[N+](=O)[O-])c1ccccc1 (centres undefined)	-2.2
